# Bioassay records as filed in PubChem BioAssay.
# Yeast life ext = yeast lifespan extension; inhibition of the nicotinamide effect, % at 10 µM; S. cerevisiae growth with nicotinamide, OD615; deaD strain in restrictive glucose medium; hit rate 0.68% among 130,000;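 active = inhibition above a set limit, placed 3 SD over the median of all compounds, cut at about 26% in these data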;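 also: 0% = nicotinamide-treated wells and 100% = cells grown without nicotinamide; some compounds called inactive have numbers as strong as hits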
#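 System: DeaD-strain S. cerevisiae / Buffer or medium: CSMM-D, restrictive glucose (dextrose) synthetic minimal medium / Probe or stimulus: nicotinamide, 1.5 mM, co-present with compound / Compound: one concentration, 10 µM, DMSO 0.25% / Incubation: 48 h compound exposure at 30 °C, humidified / Technique: optical density (absorbance) at 615 nm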
# Phagocytosis inh = inhibitors of macrophage phagocytosis; J774A.1 macrophage IgG-bead phagocytosis, imaging; AID 1029; inhibition, % at 5 µM; hit rate 0.07% among 110,000;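 active = inhibition above the mean of the plate negative controls plus 5 SD, cut at about 13% in these data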;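 also: phagocytic index as fraction of beads internalized from green versus red external bead signal; plate controls were DMSO negative control for no effect and cytochalasin-D positive control for full effect; some results beyond the cut were filed as inactive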
# Measles CPE = protection of cells from measles virus; protection (pct of control), % at 4 µM; hit rate 1.5% among 140,000; Measles virus-infected cells, CPE protection, absorbance; in the data active = protection mostly above about 24%, no sharp cut-off; inactive = mostly below about 26%; also: some compounds called inactive have numbers as strong as hits
# GALR2 antag = blocks the human galanin receptor 2; GALR2-expressing cells, antagonist mode; hit rate 0.39% among 140,000; inhibition, % at 4 µM; in the data active = inhibition above about 27%;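 also: cells stimulated with galanin 1-16 at roughly its EC80; 0% = agonist challenge control and 100% = basal control without agonist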
# Target sequence (O43603 whole entry, looked up): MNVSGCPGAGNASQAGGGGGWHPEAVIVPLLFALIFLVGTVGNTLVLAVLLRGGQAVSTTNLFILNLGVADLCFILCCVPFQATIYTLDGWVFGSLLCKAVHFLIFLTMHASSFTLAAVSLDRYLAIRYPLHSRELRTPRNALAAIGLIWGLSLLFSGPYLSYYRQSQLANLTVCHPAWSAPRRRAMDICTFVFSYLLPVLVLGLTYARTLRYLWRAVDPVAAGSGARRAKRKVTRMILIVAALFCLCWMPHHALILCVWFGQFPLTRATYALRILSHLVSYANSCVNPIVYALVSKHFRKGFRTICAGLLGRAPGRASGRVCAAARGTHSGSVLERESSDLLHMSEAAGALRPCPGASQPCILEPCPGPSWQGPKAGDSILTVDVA
# PTEN del growth = growth suppressors of cells with PTEN tumor suppressor deletion | hit rate 1.2% among 140,000 | viability, % at 10 µM | HCT116 PTEN-null viability, CellTiter-Glo, 60 h; hits give low values;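 active = viability at or below a set limit, 4 SD under the median of all tested compounds, cut at about 3.7% in these data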;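 also: PTEN knockout HCT116 line with beta catenin targeted HCT116 as companion control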
# E-sel TNF inh = blocks E-selectin expression induced by TNF alpha. HUVEC TNFa-induced E-selectin immunofluorescence, high content. inhibition, % at 2 µM. hit rate 0.71% among 120,000;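 active = inhibition above the batch mean plus 3 SD, and confirmed as a hit on visual image review, cut at about 43% in these data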;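 also: 0% = TNF-stimulated DMSO wells and 100% = unstimulated control wells; not every result past the cut was called active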
# NPY Y2 blocker = NPY-Y2 (human) receptor antagonism; NPY-Y2 expressing cells, antagonist mode; inhibition, % at 2.7 µM; hit rate 0.99% among 140,000; P49146; in the data active = inhibition above about 17%;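 also: 0% = vehicle with agonist challenge and 100% = reference antagonist with challenge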
# Target sequence (P49146 whole entry, looked up): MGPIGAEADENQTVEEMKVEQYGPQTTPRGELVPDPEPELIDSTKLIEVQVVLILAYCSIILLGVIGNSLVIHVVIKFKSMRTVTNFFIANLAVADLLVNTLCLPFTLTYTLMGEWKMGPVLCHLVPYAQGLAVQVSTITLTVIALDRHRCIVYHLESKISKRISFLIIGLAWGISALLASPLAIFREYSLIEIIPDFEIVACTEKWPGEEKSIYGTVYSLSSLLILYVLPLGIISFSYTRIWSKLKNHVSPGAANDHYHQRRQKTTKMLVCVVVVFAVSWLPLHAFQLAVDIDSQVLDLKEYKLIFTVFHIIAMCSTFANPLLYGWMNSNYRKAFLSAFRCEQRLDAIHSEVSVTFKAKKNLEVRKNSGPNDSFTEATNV
# bCat KO growth = beta-catenin-lacking colon tumor cell growth suppression; HCT116 beta-catenin knockout viability, CellTiter-Glo, 60 h; hits give low values; viability, % at 10 µM; hit rate 1.5% among 140,000; AID 818;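 active = viability at or under a set limit, the compound median less 4 SD, cut at about 6% in these data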;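 also: 0% = Hyamine 1622 control at 20 µM and 100% = untreated cell control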
# Yeast growth inh = reduces growth of yeast BB579 in restrictive medium; S. cerevisiae BB579 growth, OD615, 48 h; inhibition, % at 10 µM; hit rate 0.51% among 140,000; AID 804;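 active = inhibition above a set limit, 3 SD over the mean compound inhibition, cut at about 44% in these data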; also: inactives centre near -24
#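 controls = amphotericin B 10 µg/mL, positive | assay system = DeaD yeast strain BB579 | schedule = 48 h compound exposure at 30 °C after 4 h preincubation | detection = OD615 turbidity measurement | medium = restrictive CSMM-D medium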
# MRP-1 activ = MRP-1 activation; viability increase, % at 10 µM; hit rate 0.61% among 140,000; AID 799; H69AR cells + doxorubicin, viability rescue, CellTiter-Glo;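 active = viability gain under doxorubicin at or above a set limit, the compound median plus 3 SD, cut at about 4.7% in these data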;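 also: MRP-1 overexpressing cells given doxorubicin 25 µM after compound pretreatment; 18-22 h compound pretreatment then 72 h with doxorubicin before readout; 0% = doxorubicin-only wells and 100% = vehicle-treated cells without doxorubicin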
# The depositor's hits bear a star; . = no result given.
No.	Compound	Yeast life ext	Phagocytosis inh	Measles CPE	GALR2 antag	PTEN del growth	E-sel TNF inh	NPY Y2 blocker	bCat KO growth	Yeast growth inh	MRP-1 activ
1	Cc1cc(Nc2ccccc2)nc2cc(O)ccc12	-2	.	6	10	70	3	2	68	-33	-4.7
2	COc1ccccc1NC(=O)N1CCCC1C(=O)NCc1ccc2c(c1)OCO2 (stereo not given)	-7	.	4	6	99	-2	-1	92	13	-0.5
3	Cc1ccc(S(=O)(=O)N2CCCCC2)cc1NC(=O)c1ccc2c(c1)OCO2	15	.	9	-4	86	-35	5	86	-28	-2.0
4	CSc1nnc2c(n1)OC=Nc1ccccc1-2	-7	.	15	-6	102	-10	5	93	-11	-1.3
5	Cc1c(Cl)cccc1NCC(=O)Nc1ccc(Cl)cc1F	-7	-8	14	-1	88	.	4	93	-3	4.4
6	CCO/C=N/c1c(C#N)c2c(c(=S)n1C)COC(C)(C)C2	-11	-5	5	0	92	-18	1	105	-2	-1.9
7	OCC(O)C(O)C(O)C(O)C1NCCS1 (stereo not given)	0	2	10	11	92	6	0	102	-42	0.4
8	Cn1c(=O)c2c(nc(CN3CCN(C(c4ccccc4)c4ccccc4)CC3)n2CC(N)=O)n(C)c1=O	3	-1	15	-11	76	10	1	72	-45	-4.8
9	CCNC(=S)N1CCN(c2ccccn2)CC1	3	-6	15	9	97	.	3	95	-4	-0.4
10	Cc1cc(NS(=O)(=O)c2ccc(NC(=O)NC3CCCCC3)cc2)no1	3	0	5	10	108	-12	5	95	-106	-0.5
11	O=C(Nc1ccc(F)cc1)C1CCCCC1	-17	0	7	-8	103	-9	6	98	-33	-0.6
12	CCCNC(=S)Nc1cccc(C(F)(F)F)c1	-5	-4	5	-6	91	.	3	87	-69	-2.5
13	COc1ccccc1NC(=O)c1ccc(N)cc1	-13	0	8	-4	105	.	-3	104	-32	0.5
14	O=C(NCc1cccs1)C1CCCN1C(=O)Nc1ccccc1 (stereo not given)	-11	-2	8	6	104	.	0	101	-17	0.2
15	O=S(c1ccc2ccccc2c1)c1cnns1 (stereo not given)	-1	.	16	15	13	.	0	15	-9	-5.2
16	O=C(Cn1cnc2c(nnn2Cc2ccccc2)c1=O)N1CCCc2ccccc21	-7	.	11	10	105	24	2	98	-28	0.3
17	S=C(Nc1ccc2c(c1)OCO2)Nc1ccc2c(c1)OCO2	2	-15	15	1	86	9	4	98	-38	-3.5
18	O=C(N=C1c2ccccc2CN1c1ccccc1)c1cccc([N+](=O)[O-])c1	24	-1	9	4	89	.	2	88	-44	-2.2
19	Cc1cccc(NC(=O)Cn2c(C)c(C#N)c3ccccc32)c1C	-5	-1	6	10	85	26	9	84	-81	-2.2
20	CCc1nc(NCCN2CCOCC2)c2oc3ccccc3c2n1	5	-1	2	-3	95	.	2	98	-25	-2.2
21	Cc1nc(Cl)c2c(n1)NC1=C(O2)C(=O)CCC1	-1	-4	13	-10	99	.	1	99	-21	-2.6
22	N#Cc1c(NC(=O)CSc2nnc(-c3ccncc3)n2CC2CCCO2)sc2c1CCCC2 (stereo not given)	-18	-1	47	-5	91	11	3	95	-41	-3.1
23	CC(=O)NC1C2CN3CCN(C2)CC1(Cc1ccccc1)C3 (stereo not given)	11	3	8	4	101	-19	1	88	-29	-0.5
24	NC(=O)c1ccsc1NC(=O)COc1ccccc1	-13	0	9	15	103	12	1	99	-64	-0.3
25	CC(=O)c1cccc(NC(=O)Cc2coc3cc4c(cc23)CCC4)c1	-4	-7	14	0	81	4	4	86	-60	-3.4
26	O=C1c2ccccc2C(=O)N1CCCCN(C(=O)c1cc2ccccc2oc1=O)c1ccc(Cl)cc1	2	-6	4	7	85	.	-1	84	-22	-1.4
27	O=C(O)c1ccccc1Nc1ccc([N+](=O)[O-])cc1	-5	-3	83*	4	70	.	6	66	95*	-1.2
28	CC(=O)N1C2CCCCC2S[C@H]2CCCCC21 (stereo not given in full)	-2	-1	4	1	106	24	-2	105	-65	-0.6
29	NS(=O)(=O)c1ccc(C(=O)O)cc1	4	.	0	3	105	.	1	86	1	-0.3
30	COc1cc(C(=O)N2CCC(c3nc(-c4cccnc4)no3)CC2)cc(OC)c1OC	-11	0	15	-3	94	6	9	94	-40	-0.7
31	CCn1ncc(Br)c1C(=O)Nc1cc(C)ccc1F	-17	0	30	10	67	.	1	79	29	-0.1
32	CC(C)CCNC(=O)[C@H](CSCc1ccccc1)N1Cc2ccccc2C1=O	8	.	6	-9	88	-29	4	93	1	-3.5
33	Cc1nc2ccc(S(=O)(=O)NCC(=O)NCc3ccc4c(c3)OCO4)cc2s1	-3	0	9	-1	108	.	8	94	-24	-0.3
34	COc1ccccc1CN(C(=O)c1ccco1)C(C(=O)NC1CCCC1)c1ccncc1 (stereo not given)	-7	-1	5	5	102	-50	-2	90	-53	-1.5
35	O=C(Nc1nc(-c2cccc([N+](=O)[O-])c2)cs1)C(c1ccccc1)c1ccccc1	-1	0	22	-3	33	-33	2	48	-59	8.9*
36	COc1ccc(OC)c(NC(=O)Nc2cc(NC(=O)Nc3cc(OC)ccc3OC)c(C)nc2C)c1	0	-2	11	3	97	1	-1	97	-3	-2.1
37	CC(=O)Oc1cccc(N2C(=O)C3C4C=CC(C4)C3C2=O)c1 (stereo not given)	0	0	15	-5	101	-15	0	102	-75	0.2
38	CC(C)N1CC23C=CC(O2)C(C(=O)OCc2ccccc2)C3C1=O (stereo not given)	-3	.	3	-1	102	.	0	86	-17	-1.2
39	Fc1ccc(-n2c(-c3ccc4c(c3)OCO4)n[nH]c2=S)cc1Cl	-9	-14	11	5	89	.	4	99	-30	-0.4
40	Cc1cccc(NC(=O)NNC(=O)c2nn(C)cc2Br)c1	1	-6	6	5	112	.	0	91	-29	2.4
41	c1ccc(-c2nc(N3CCNCC3)nc3ccccc23)cc1	-9	1	17	13	40	-22	14	57	12	-2.0
42	O=C(Cc1c[nH]c2ccccc12)NNC(=O)c1ccccc1	6	-7	9	4	95	-21	4	98	-5	0.0
43	Cc1ccc(-c2c3c(=O)n(C)c(=O)n(C)c3cn2Cc2ccccc2)cc1	16	-1	38*	-9	67	11	4	65	-37	-1.2
44	Cc1ccc(C(=O)N(c2ccccn2)C(C)c2ccco2)cc1 (stereo not given)	-14	-1	13	-6	93	.	1	109	7	0.5
45	O=C(COC(=O)C1CCCCC1)Nc1ccc(N2CCCCC2)cc1	-8	-2	5	-12	99	.	1	92	-73	-1.4
46	COc1cc(SC)ccc1C(=O)OC1CCOC1=O (stereo not given)	-13	0	5	-10	99	-12	1	95	-4	-0.2
47	O=C(NCC1CCCO1)c1cc(C(=O)C2CC2)c[nH]1 (stereo not given)	-6	-1	5	-4	88	-3	-1	96	11	-3.7
48	O=C(CSc1n[nH]c(-c2ccccc2)n1)c1ccc(O)c(O)c1	-7	0	30	-8	35	-74	0	38	-35	-0.8
49	O=C(NCCOC(=O)c1ccc(Cl)cc1)c1cccnc1	-9	-1	11	3	100	13	-1	99	-7	-0.7
50	CN(c1ccccc1)c1ccc(/C=N/NC(=O)CC#N)cc1	-3	-2	3	8	88	.	-2	100	-12	0.1
51	Cc1ccc(S(=O)(=O)NCCNC(=O)C2CCCNC2=O)cc1 (stereo not given)	-19	-2	3	-1	93	7	3	85	1	-0.5
52	COc1ccc2c(c1)CCc1cc(C(=O)N3CCN(c4ccc(N5CCOCC5)nn4)CC3)sc1-2	-5	0	12	2	22	-18	0	27	-113	-1.0
53	CC(=O)Nc1c(O)nc(SCC(=O)Nc2sc3c(c2C#N)CCCCCC3)[nH]c1=O	-4	-1	23	5	96	.	3	83	28	-0.4
54	COc1ccc(CCNC(=O)C/C(C)=N/NC(=O)C2CCCCC2)cc1OC	0	-8	5	-5	100	.	3	93	-40	0.8
55	CS(=O)(=O)N(CC(=O)NCCSC1CCCCC1)c1ccc2c(c1)OCO2	-6	-2	15	8	84	-18	3	92	-12	-2.8
56	Cc1ccc(S(=O)(=O)N2CCC(C(=O)N3CCC[C@H]3C(=O)NCc3ccccc3)CC2)cc1	40	3	12	1	81	3	1	88	-20	-0.2
57	O=C(NCN1C(=O)C2C3C=CC(C3)C2C1=O)OC1CCCCC1 (stereo not given)	1	-4	11	0	87	-2	5	95	-24	-2.1
58	CCOC(=O)N1CCN(CCC(=O)Nc2ccc(OC)cc2OC)CC1	.	.	4	-4	108	13	3	92	-19	-1.9

# As a short view, some entries already given:
No.	Compound	Yeast life ext	Phagocytosis inh	Measles CPE	GALR2 antag	PTEN del growth	E-sel TNF inh	NPY Y2 blocker	bCat KO growth	Yeast growth inh	MRP-1 activ
2	COc1ccccc1NC(=O)N1CCCC1C(=O)NCc1ccc2c(c1)OCO2 (stereo not given)	-7	.	4	6	99	-2	-1	92	13	-0.5
3	Cc1ccc(S(=O)(=O)N2CCCCC2)cc1NC(=O)c1ccc2c(c1)OCO2	15	.	9	-4	86	-35	5	86	-28	-2.0
4	CSc1nnc2c(n1)OC=Nc1ccccc1-2	-7	.	15	-6	102	-10	5	93	-11	-1.3
5	Cc1c(Cl)cccc1NCC(=O)Nc1ccc(Cl)cc1F	-7	-8	14	-1	88	.	4	93	-3	4.4
6	CCO/C=N/c1c(C#N)c2c(c(=S)n1C)COC(C)(C)C2	-11	-5	5	0	92	-18	1	105	-2	-1.9
7	OCC(O)C(O)C(O)C(O)C1NCCS1 (stereo not given)	0	2	10	11	92	6	0	102	-42	0.4
8	Cn1c(=O)c2c(nc(CN3CCN(C(c4ccccc4)c4ccccc4)CC3)n2CC(N)=O)n(C)c1=O	3	-1	15	-11	76	10	1	72	-45	-4.8
9	CCNC(=S)N1CCN(c2ccccn2)CC1	3	-6	15	9	97	.	3	95	-4	-0.4
10	Cc1cc(NS(=O)(=O)c2ccc(NC(=O)NC3CCCCC3)cc2)no1	3	0	5	10	108	-12	5	95	-106	-0.5
11	O=C(Nc1ccc(F)cc1)C1CCCCC1	-17	0	7	-8	103	-9	6	98	-33	-0.6
12	CCCNC(=S)Nc1cccc(C(F)(F)F)c1	-5	-4	5	-6	91	.	3	87	-69	-2.5
